TTR transcr act: activators of transthyretin transcription; SH-SY5Y TTR promoter Gaussia luciferase, luminescence; 100% = recombinant luciferase protein wells; actives 1.3% (n = 92,000); AID 1117267; activation, % at 16.7 µM;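 active = activation above the mean of all tested compounds plus 3 SD, cut at about 9.5% in these data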;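 note: cells exposed to compounds for one day before reading; 0% = median of all test compound wells on the plate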
* = called active by the depositor.

SMILES | TTR transcr act
CNC(=S)NNC(=O)Cc1ccc(OC)cc1 | -1.8
C[C@@H]1CNC(=O)c2c(C(=O)NC3CCN(C(=O)OC(C)(C)C)CC3)ncn21 | 1.8
COc1cc(/C(C)=N/NC(=O)c2ccc(CSc3nncn3C)cc2)cc(OC)c1OC | -0.1
Oc1cc2c(cc1C(c1ccc(Cl)c(Cl)c1)N1CCCC1)OCO2 (stereo not drawn) | -0.8
Cc1ccc(/C(O)=C2\C(=O)C(=O)N(c3cc(C)on3)C2c2cccc(Cl)c2)cc1 (stereo not drawn) | 1.2
CC1(C(=O)NS(=O)(=O)Cc2cccc(Cl)c2)CCN1C(=O)C/C=C/c1ccccc1 (stereo not drawn) | 0.4
CCN(CC(=O)NCC1CCCO1)S(=O)(=O)c1ccc2ccccc2c1 (stereo not drawn) | 0.5
Oc1cccc(C2c3[nH]c4ccccc4c3CCN2Cc2ccc3c(c2)CCO3)c1 (stereo not drawn) | 4.6
Cc1ccccc1-n1c(SCc2c(C)noc2C)nnc1-c1cccnc1 | 0.2
O=C(Nc1nnc(-c2cccs2)o1)c1ccc(S(=O)(=O)N2CCOCC2)cc1 | -1.3
O=C(Nc1nc(-c2ccccc2)cs1)C1CCCCN1S(=O)(=O)c1ccccc1 (stereo not drawn) | -3.6
Cc1ccc(NNC(=O)C(O)(c2cccc(C(F)(F)F)c2)c2cccc(C(F)(F)F)c2)cc1 | -2.1
Cc1noc2ncnc(Oc3ccccc3)c12 | 0.7
O=C1c2cccc3c2C2(O)c4c1cccc4C(=O)c1cccc(c12)C3=O | -1.7
CCCCN1CC(=O)N2[C@H]3c4cc(C)ccc4OC[C@@H]3[C@H](C(=O)OCC)[C@]2(C)C1=O | -0.7
Cn1nc(C(=O)NCc2ccccc2)cc1C(=O)NCc1ccccc1 | -0.2
CC(C)OCCCn1c(-c2ccco2)nc2nc3ccccc3nc21 | -1.0
C=C(C)c1ccc(C(C)(C)NC(=O)N(Cc2ccccc2)Cc2ccco2)cc1 | -0.6
CN(C)c1oc(-c2ccc(Cl)cc2)nc1S(=O)(=O)c1ccccc1 | 2.1
O=C(Cc1ccc(NC(=O)C2CCCN(C(=O)C3CC3)C2)cc1)Nc1cccc(C(=O)N2CCCC2)c1 (stereo not drawn) | -2.0

Three entries drawn at random from the list so far, as already listed:
SMILES | TTR transcr act
O=C(Cc1ccc(NC(=O)C2CCCN(C(=O)C3CC3)C2)cc1)Nc1cccc(C(=O)N2CCCC2)c1 (stereo not drawn) | -2.0
CC(C)OCCCn1c(-c2ccco2)nc2nc3ccccc3nc21 | -1.0
O=C1c2cccc3c2C2(O)c4c1cccc4C(=O)c1cccc(c12)C3=O | -1.7

Additional entries follow.
SMILES | TTR transcr act
COCCn1c(C)cc(C(=O)CSc2nnc(-c3cccnc3)n2-c2ccccc2F)c1C | 1.1
CN1C(=O)C(CCC(N)=O)NC1=S (stereo not drawn) | 3.6
Cc1ccccc1CN1CCN(C(=O)c2ccc(F)cc2)CC1 | 0.5
O=C(Cn1nc(CNc2ccc(Cl)cc2)[n+]2c1CCCCC2)c1ccc(Cl)cc1 | -0.5
CCn1nnc(NC(=O)c2ccccc2Br)n1 | -0.4
Cc1nc(-c2ccc(C(=O)Nc3cc(S(N)(=O)=O)ccc3C)cc2)cs1 | 1.5
Cc1nc(-c2ccc(S(=O)(=O)N3CCN(C4c5ccccc5-c5ccccc54)CC3)s2)cs1 | 1.2
CC1CCN(C(=O)CS(=O)(=O)Cc2ccccc2)CC1 | -1.7
CCOc1ccc(NC(=O)CCCCn2c(=O)[nH]c3ccsc3c2=O)cc1 | -1.1
CN1CCN(S(=O)(=O)c2ccc(Cl)c(C(F)(F)F)c2)CC1 | 0.6
O=C(NC(=S)Nc1nc2c(s1)CSc1ccccc1-2)c1ccccc1 | 0.7
CCOc1cc2sc(N3CCC(C(=O)NCCCN4CCCC4=O)CC3)nc2cc1Br | -0.3
N#Cc1ccc(CN2CCN(C(=O)c3ccc(S(=O)(=O)N4CCCCCC4)cc3)CC2)cc1 | -2.7
O=C(COC(=O)Cc1ccsc1)Nc1ccc(Br)cc1 | 0.1
O=C(/C=C/c1ccc(Cl)c(Cl)c1)N1CCc2ccccc21 | 1.5
O=S(=O)(NC1CCCCC1N1CCC(O)CC1)c1ccccc1 (stereo not drawn) | 0.8
COC(=O)c1sccc1N/N=C/c1cccc(OC)c1O | -1.8
C[C@H](NC(=O)c1nc[nH]c1C(=O)N1CCN(c2ccccc2)CC1)c1ccccc1 | -2.8
CS(=O)(=O)N1CCN=C1SCc1ccc([N+](=O)[O-])cc1 | 2.1
CC(=O)NC1CC2CCCC(C1)N2C(=O)Nc1cccc(Cl)c1 (stereo not drawn) | 2.9
CNC(=O)c1ccsc1NC(=O)CCS(=O)(=O)c1ccccc1 | -2.3
O=C(Nc1ccccc1N1CCOCC1)c1cc(-c2ccncc2)nc2ccccc12 | 0.5
c1ccc2oc(CCc3nc4ccccc4o3)nc2c1 | -1.1
Cc1ccccc1-c1cc2c(nn1)-c1ccccc1C2=O | -2.5
Cc1cccc(N2CC(C(=O)NCC3COc4ccccc4O3)CC2=O)c1C (stereo not drawn) | -0.2
CC(=O)NCCOC(=O)Nc1ccncc1 | 1.6
C=CCn1c(COc2ccccc2OC)nc2ccccc21 | 2.0
O=C(CC12CC3CC(CC(C3)C1)C2)NCc1ccccc1 | 0.3
COc1cc(-c2nc(Cc3ccccc3Cl)no2)cc(OC)c1OC | 0.3
S=c1[nH]ccn1-c1ccccc1Cl | 0.1

A draw from above in order of SMILES length, low to high:
SMILES | TTR transcr act
S=c1[nH]ccn1-c1ccccc1Cl | 0.1
c1ccc2oc(CCc3nc4ccccc4o3)nc2c1 | -1.1
Cc1ccccc1-c1cc2c(nn1)-c1ccccc1C2=O | -2.5
O=C(CC12CC3CC(CC(C3)C1)C2)NCc1ccccc1 | 0.3
COc1cc(-c2nc(Cc3ccccc3Cl)no2)cc(OC)c1OC | 0.3
Cc1cccc(N2CC(C(=O)NCC3COc4ccccc4O3)CC2=O)c1C (stereo not drawn) | -0.2
O=C(Nc1ccccc1N1CCOCC1)c1cc(-c2ccncc2)nc2ccccc12 | 0.5

Continuation.
SMILES | TTR transcr act
COCCSc1ccccc1C(=O)Nc1nnc(COC)s1 | 6.2
CN(c1ccccc1)S(=O)(=O)c1cccc(NC(=O)CN2CCCc3ccccc32)c1 | -0.1
COc1cc(CNc2ccc3[nH]c(=O)[nH]c3c2)ccc1OCc1ccc(F)cc1Cl | -0.6
Cc1sc(NC(=O)c2ccco2)c(C(=O)c2ccc(Cl)cc2)c1C | 0.8
C=CCn1c(SCC(=O)NC(=O)NCCC)nnc1C1CCCCC1 | 0.1
Cc1ncoc1C(=O)NC1CCCc2c1cnn2-c1ccc(C(C)(C)C)cc1 (stereo not drawn) | -5.3
CC(C)(C)OC(=O)[C@H](Cc1ccccc1)NC(=O)c1[nH]cnc1C(=O)Nc1ccc(Cl)cc1 | 2.0
O=P1(NC2CCCC2)OCC2(CO1)COP(=O)(NC1CCCC1)OC2 (stereo not drawn) | 0.8
Cn1c(SCC(=O)NNC(=O)Nc2ccc(Cl)cc2)nnc1-c1ccccc1 | -0.7
O=C(N(Cc1ccccc1)c1ccccn1)C12CC3CC(CC(C3)C1)C2 | -1.2
COc1cccc(C2CC(c3cccs3)=NN2C(=O)c2ccco2)c1O (stereo not drawn) | 0.3
Cc1nc(S(=O)(=O)c2ccc(Br)cc2)nc2c1CCC2 | -0.5
O=C(O[C@H]1CC[C@@]23CCCN2C(=O)CCC[C@H]3C1)N1CCN(c2ccccc2)CC1 | -1.1
Cc1ccc2c(c1)C1CN(C)CCC1N2C(=O)c1ccc(Cl)c(S(=O)(=O)N2CCOCC2)c1 (stereo not drawn) | -1.0
CC(C)CSc1ncnc2c1oc1nc3c(cc12)COC(C)(C)C3 | 3.0
Cc1ccc(CNC(=O)CCn2cc(-c3ccc(C)cc3)nc2-c2ccncc2)cc1 | -1.5
CC1CCC/C(=N/Nc2ccc([N+](=O)[O-])cc2[N+](=O)[O-])C1 (stereo not drawn) | 2.1
O=C(COc1ccc(S(=O)(=O)N2CCCCC2)cc1)NCc1ccncc1 | 1.2
COc1ccc(OC)c(C2C(C#N)=C(N)Oc3c2c(C)nn3-c2cccc(Cl)c2)c1 (stereo not drawn) | 1.3
O=C(CN1C(=O)C2(OCCO2)c2ccccc21)c1ccc(Cl)cc1 | 0.3
CCCCn1c(N)c(N(CCOC)C(=O)c2cc(Cl)nc3ccccc23)c(=O)[nH]c1=O | 5.2
Cc1ccccc1C(=O)Nc1c(-c2cccs2)c(=O)c2ccccc2n1C | 1.8
O=C(Nc1ccccc1)/C(=C/c1ccc([N+](=O)[O-])cc1)NC(=O)c1ccccc1 | 3.0
O=C(NCc1ccc(F)cc1)C(c1ccc(F)cc1)N(C(=O)c1csnn1)C1CC1 (stereo not drawn) | 2.9
COc1ccc(C2Nc3cccc(O)c3C(=O)N2Cc2ccccc2)cc1COc1ccc(NC(C)=O)cc1 (stereo not drawn) | 3.1
NS(=O)(=O)c1cccc(NC(=O)CSc2nc3ccccc3c(=O)n2Cc2ccco2)c1 | -0.4
CCCCn1c(NS(=O)(=O)c2ccc(C)cc2)c(S(=O)(=O)c2ccccc2)c2nc3ccccc3nc21 | 0.4
COC(=O)c1cc(-c2ccc(Cl)cc2)n[nH]1 | 0.9
COc1cccc(C2SCC(=O)N2c2ccc(Br)cc2)c1OC (stereo not drawn) | -2.6
Cc1ccccc1C(=O)OCCN(C)Cc1ccccc1 | 2.5
COc1cc2c(=O)n(C)c3ccccc3c2cc1OC | -0.2
O=C1Nc2ccccc2C(O)(C(=O)NCc2ccco2)N1c1ccccc1 (stereo not drawn) | 2.9
Cc1ccc(F)c(S(=O)(=O)NC(=O)C2(C)CCN2C(=O)CC2CCCCC2)c1 (stereo not drawn) | 2.6
CN1/C(=C\C=N\NC(=O)c2cccnc2)C(C)(C)c2ccccc21 | 2.6
Cc1ccc(NC(=S)NC2CCSc3ccccc32)cc1C (stereo not drawn) | 0.0
Cc1ccccc1C(=O)Oc1ccc2ccc(O)cc2c1 | -0.3
Cc1ccc(NC(=O)C2CC(=O)N(CCc3ccccc3)C2)cc1Cl (stereo not drawn) | 9.4
Cc1ccc(O)c(NC(=O)CN(C)S(=O)(=O)c2ccc(Cl)cc2)c1 | 1.4
CNS(=O)(=O)c1cccc(C(=O)OCC(=O)Nc2ccc3ccccc3c2)c1 | 4.9
O=C(O)c1cc(N/N=C/c2ccc(-c3ccc(F)cc3)o2)ccc1Cl | -1.5
COc1cccc(CNC(=O)C2CCN(S(=O)(=O)c3c(C)nn(C)c3C)CC2)c1 | -1.0
C=CCNC(=O)CCc1nnc(C2(c3ccc(Cl)cc3)CCC2)o1 | 8.6
Cc1c(OC(C)C(=O)NCCN2CCOCC2)ccc2c3c(c(=O)oc12)CCC3 (stereo not drawn) | 0.4
C[C@@H](NC(=O)C(=O)c1c[nH]c2ccccc12)c1ccccc1 | 0.4
CCN(CC)c1ccc(C(=O)N/N=C(\C)c2ccc(O)cc2)cc1 | -0.6
Cc1nc(SCCc2nc3ccccc3[nH]2)c2oc3ccccc3c2n1 | 0.8
Cc1ccc2c(c1)C(=O)C(=O)N2CCCOc1ccccc1 | 0.3
Cn1c(=O)c2c(nc(CCc3ccccc3)n2C)n(C)c1=O | -0.2
Cn1nc(-c2ccc(Cl)cc2)cc1NC(=O)CC(C)(C)CC(=O)O | 0.3
OC(CN1CCOCC1)c1ccc(F)cc1 (stereo not drawn) | -0.6

Continuation.
SMILES | TTR transcr act
Cc1ccccc1NCC(=O)N=Nc1c(O)[nH]c2ccc([N+](=O)[O-])cc12 | -3.7
O=C(Nc1ccc(Cl)cc1)N1CCOC12CCC1(CC2)OCCO1 | 1.4
COc1cccc(C(=O)Nc2cccc(NC(C)=O)c2)c1 | -2.0
CCCOC(=O)Nc1c(C)cccc1C(C)C | 0.7
Nc1ccccc1-c1nc2ccncc2[nH]1 | 1.1
Cc1ccc(Cl)cc1NCN1C(=O)c2ccccc2C1=O | 0.0
CCc1ccccc1NC(=S)N(Cc1ccc(OC)cc1)CC1CCC(C(=O)O)CC1 (stereo not drawn) | 0.7
CCCCc1cc(=O)oc2cc(OC(C)C(=O)NCC3CCC(C(=O)O)CC3)c(Cl)cc12 (stereo not drawn) | -1.0
CCC1(C)Cc2ccccc2C(Nc2c(C)n(C)n(-c3ccccc3)c2=O)=N1 (stereo not drawn) | 6.0
NS(=O)(=O)c1cccc(NC(=O)c2ccc(NS(=O)(=O)c3cccc([N+](=O)[O-])c3)cc2)c1 | -0.8
CC(=O)c1ccc(OC(C)C(=O)OCC(=O)NCCc2ccccc2)cc1 (stereo not drawn) | 3.8
Oc1ccc(/C=N/Nc2nc(N3CCCC3)nc(N3CCCC3)n2)cc1O | -0.7
O=C(Nc1ccc2ccccc2c1)c1cccc2ccccc12 | -0.8
CN(CC(=O)Nc1ccccc1Cl)C(=O)COC(=O)Cc1c(F)cccc1Cl | 2.6
COc1cc(NCc2ccccc2)c2ncn(C(C)C)c2c1 | -6.6
COc1ccccc1C(=O)Nc1ccc(CN2CCCCC2)cc1 | 1.5
C=CCN=c1scc(-c2ccccc2)n1/N=C/c1ccccn1 | -3.1
O=C(NC1=NCCS1)c1cccc(OC(F)F)c1 | -1.0
COc1ccc2c3c([nH]c2c1)C(C)N(C(C)=O)CC3 (stereo not drawn) | -0.3
COc1cc2c(cc1NC(=O)C(C)N1CCN(S(=O)(=O)c3ccc(C)c(C)c3)CC1)oc1ccccc12 (stereo not drawn) | 4.6
O=C(c1ccco1)N1CCN(C(=O)c2cc3sccc3n2Cc2ccccc2)CC1 | -4.6
N/C(CC1CC1(Cl)Cl)=N\OC(=O)c1ccccc1 (stereo not drawn) | -1.1

Rewritten as tab-separated lines: entries from further up.
Structure	TTR transcr act
CN(CC(=O)Nc1ccccc1Cl)C(=O)COC(=O)Cc1c(F)cccc1Cl	2.6
COc1cc(NCc2ccccc2)c2ncn(C(C)C)c2c1	-6.6
COc1ccccc1C(=O)Nc1ccc(CN2CCCCC2)cc1	1.5
C=CCN=c1scc(-c2ccccc2)n1/N=C/c1ccccn1	-3.1
O=C(NC1=NCCS1)c1cccc(OC(F)F)c1	-1.0

Assay outcomes deposited in PubChem BioAssay by The Scripps Research Institute Molecular Screening Center.

These rows are one share of the data; rates above refer to the full screens.
